# Source: PubChem BioAssay
# EBNA-1 inhibitor = blocks EBNA-1 binding to DNA. EBNA-1 DNA binding, fluorescence polarization. inhibition, % at 14.8 µM. 300,000 compounds, 0.34% hits; in the data active = inhibition above about 28%
# MEP2-GFP yeast = alters MEP2-GFP fluorescence in TOR pathway yeast screen; S. cerevisiae MEP2-GFP strain, flow cytometry GFP, 3 h; 100% = DMSO control level; GFP response vs DMSO, % at 10 µM; AID 2016; 330,000 compounds, 0.51% hits;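 active = GFP response versus DMSO above a set limit, roughly screen mean plus 3 SD, cut at about 180% in these data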;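 note: median GFP fluorescence of the barcode-gated MEP2-GFP cells per well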
# procasp3 activ = procaspase-3 (human) activation | recombinant procaspase-3 D3A, Ac-DEVD-pNA absorbance 405 nm | 330,000 compounds, 0.11% hits | P42574 | activation, % at 8.5 µM | AID 463141;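 active = activation above the mean of all tested compounds plus 3 SD, cut at about 21% in these data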;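 note: 0% = DMSO alone and 100% = DMSO wells spiked with extra 5 µM PC-3 D3A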
#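 Assay system: Autoprocessing-dead procaspase-3 D3A mutant enzyme; also added: Ac-DEVD-pNA; doses: one concentration, 8.5 µM nominal, 0.8% DMSO; times: 1 h compound preincubation, 2 h substrate hydrolysis at 25 °C; technique: 405 nm absorbance of p-nitroaniline, reads at 0 and 120 min; measure: % activation between DMSO and enzyme-spiked controls; repeats: single replicate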
# LAP4-GFP MLPCN = alters LAP4-GFP fluorescence in TOR pathway yeast screen; S. cerevisiae LAP4-GFP multiplex, flow cytometry GFP, 3 h; median GFP as percent of DMSO wells; GFP response vs DMSO, % at 10 µM; 320,000 compounds, 0.34% hits; AID 2023;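 active = GFP response vs DMSO above a set limit, about the screen mean plus 3 SD, cut at about 150% in these data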
# RPL19A-GFP yeast = yeast TOR pathway RPL19A-GFP modulation | AID 2025 | S. cerevisiae RPL19A-GFP strain, flow cytometry, 3 h; stronger effect = lower value | percent response vs DMSO, % at 10 µM | 330,000 compounds, 0.3% hits;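 active = percent response vs DMSO below 50%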;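 note: median channel GFP fluorescence of the barcoded RPL19A-GFP strain; ratio of sample median GFP to plate DMSO average so 100% = DMSO; lower means less RPL19A-GFP as with rapamycin TOR inhibition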
# ZTA DNA inh = ZTA (EBV) inhibition in EBNA-1 counter-screen; P03206; ZTA-DNA binding, fluorescence polarization; inhibition, % at 11 µM; 320,000 compounds, 0.15% hits; AID 2234; in the data active = inhibition above about 33%
# proCasp7 act = counter-screen: procaspase-7 (human) activation; recombinant procaspase-7, Ac-DEVD-pNA absorbance 405 nm; D23A/D198A/D206A triple mutant, cannot self-cleave; scale: DMSO 0, 5 µM enzyme 100; 330,000 compounds, 0.093% hits; activation, % at 8.5 µM;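 active = percent activation above the screen-wide mean plus 3 SD, cut at about 25% in these data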
#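 Assay system: Uncleavable procaspase-7 mutant enzyme / Input: 2 µM procaspase-7 mutant as dispensed / Dosing: single nominal 8.5 µM compound dose, 0.8% DMSO final / Timing: 1 h enzyme–compound preincubation and 2 h substrate reaction, both 25 °C / Detection: p-Nitroaniline absorbance at 405 nm, read at 0 and 120 min / Replication: singlicate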
# AHR act = activates the human aryl hydrocarbon receptor | P35869 | AHR-responsive luciferase reporter cells, luminescence | activation, % at 5 µM | 320,000 compounds, 2.5% hits | AID 2796; in the data active = activation above about 47%;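 note: 0% = vehicle wells and 100% = reference agonist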
# * marks the source's active call; other numbers are inactive results; / = no result given; [ ] = another dose, or the depositor's remark.
# Preview:
# Second line of a record – EBNA-1 inhibitor, MEP2-GFP yeast, procasp3 activ, LAP4-GFP MLPCN, RPL19A-GFP yeast, ZTA DNA inh, proCasp7 act, AHR act
COc1cc(C(=O)N2CCN(c3ccc([N+](=O)[O-])cc3)CC2)ccc1OCc1c(C)noc1C
    -7, 97, -11, 92, 96, 4, -24, -2
Cc1ccc(-n2cccc2/C=C2/C(=N)N3C(=NC2=O)SN=C3S(C)(=O)=O)cc1Cl
    32*, 94, -13, 94, 93, 15, 4, 1

# Results, repeating the preview:
# Second line of a record – EBNA-1 inhibitor, MEP2-GFP yeast, procasp3 activ, LAP4-GFP MLPCN, RPL19A-GFP yeast, ZTA DNA inh, proCasp7 act, AHR act
COc1cc(C(=O)N2CCN(c3ccc([N+](=O)[O-])cc3)CC2)ccc1OCc1c(C)noc1C
    -7, 97, -11, 92, 96, 4, -24, -2
Cc1ccc(-n2cccc2/C=C2/C(=N)N3C(=NC2=O)SN=C3S(C)(=O)=O)cc1Cl
    32*, 94, -13, 94, 93, 15, 4, 1
COc1ccc(N2CCN(c3cc(C)nc4ccc(OC)cc34)CC2)cc1
    -15, 107, 1, 96, 105, 6, -2, 2
c1ccc(N2CCN(c3ncnc4scc(-c5cccs5)c34)CC2)cc1
    12, 105, -4, 113, 100, 8, -6, 3
Cn1nnnc1SCc1cccc2ccccc12
    8, 97, 3, 107, 101, 9, 5, 5
COc1ccc(CC(=O)Oc2ccccc2C)cc1
    -8, 191*, 5, 96, 96, -5, -10, -1
Cn1c(CNC(=O)C(C)(C)C)nc2ccccc21
    5, 112, -2, /, 98, -6, 0, 2
O=C(CCc1nc2ccccc2c(=O)[nH]1)OCC(=O)c1ccc(C2CCCCC2)cc1
    6, 106, -11, 98, 106, 15, 8, 0
O=C(CS(=O)(=O)Cc1ccccc1)NCCc1ccc(F)cc1
    3, 97, 7, 112, 94, 8, 4, -2
CC1CC(C)CN(C(=O)c2cccc3c2-c2ccccc2C3=O)C1 (stereo not given)
    0, 91, 0, 106, 99, 7, 9, 0

# More entries
# Second line of a record – EBNA-1 inhibitor, MEP2-GFP yeast, procasp3 activ, LAP4-GFP MLPCN, RPL19A-GFP yeast, ZTA DNA inh, proCasp7 act, AHR act
Cc1cccc2c(=O)c(C(=O)NCCc3ccccc3)c[nH]c12
    -13, 101, 7, 97, 81, -8, -3, 20
CCNC(=O)NC(=O)CSc1ccc(S(=O)(=O)N(C)C2CCCCC2)cn1
    /, 99, -17, 108, 101, 7, -27, 0
COC(=O)n1c(=O)oc2ccc(S(=O)(=O)N3CCCCC3)cc21
    3, 98, -1, 105, 99, 14, -1, 2
Cc1noc(C)c1CSCc1ccc(Cl)cc1
    10, 91, -3, 138, 90, 2, 12, -3
COC(=O)CSc1nc(N2CCOCC2)c2c(c1C#N)CCCC2
    4, 84, 17, 103, 95, 8, 12, 1
Cc1sc2ncnc(N3CCC(C(=O)NNC(=O)COc4ccc(Br)cc4)CC3)c2c1C
    3, 84, -7, 118, 95, -21, 6, 5
O=C(CSc1nc2ncccc2[nH]1)Nc1ccc2c(c1)OCO2
    5, 93, 3, 111, 96, 1, 3, 36
CCn1c(N)c(C(=O)COC(=O)CCc2nc3ccccc3c(=O)[nH]2)c(=O)[nH]c1=O
    /, 116, 3, 116, 103, 2, -7, 0
O=C(NOCc1ccccc1)c1ccc([N+](=O)[O-])cc1
    /, 89, 0, 92, 94, 10, 16, -1
COc1ccc2ccc(=O)oc2c1CC=C(C)C
    7, 115, 8, 114, 98, 0, 13, 2

# An excerpt of these results, with tabs:
SMILES	EBNA-1 inhibitor	MEP2-GFP yeast	procasp3 activ	LAP4-GFP MLPCN	RPL19A-GFP yeast	ZTA DNA inh	proCasp7 act	AHR act
Cc1sc2ncnc(N3CCC(C(=O)NNC(=O)COc4ccc(Br)cc4)CC3)c2c1C	3	84	-7	118	95	-21	6	5
O=C(NOCc1ccccc1)c1ccc([N+](=O)[O-])cc1	/	89	0	92	94	10	16	-1
Cc1noc(C)c1CSCc1ccc(Cl)cc1	10	91	-3	138	90	2	12	-3
CCNC(=O)NC(=O)CSc1ccc(S(=O)(=O)N(C)C2CCCCC2)cn1	/	99	-17	108	101	7	-27	0
COc1ccc2ccc(=O)oc2c1CC=C(C)C	7	115	8	114	98	0	13	2

# (next part)
# Second line of a record – EBNA-1 inhibitor, MEP2-GFP yeast, procasp3 activ, LAP4-GFP MLPCN, RPL19A-GFP yeast, ZTA DNA inh, proCasp7 act, AHR act
Cc1cc(NC(=O)NC(C)(C(F)(F)F)C(F)(F)F)no1
    10, 102, -13, /, 102, 0, -5, -3
O=C(CN1CCN(C(=O)c2ccco2)CC1)Nc1cc(Cl)ccc1Cl
    0, 102, -9, 107, 99, -13, 1, -3
CC(=O)Nc1ccc(-c2cn3cccnc3n2)cc1
    17, 144[may fluoresce violet], -1, 95[may fluoresce violet], 67[may fluoresce violet], 9, 2, 11
COC(=O)C1=C(C)N(CC2CC2)C(=NCCN2CCOCC2)N[C@H]1c1ccccc1
    1, 94, 4, 106, 103, -3, 7, 4
COc1cccc(OC)c1C(=O)OCC(=O)N1CCC(Cc2ccccc2)CC1
    /, 98, 9, 92, 102, /, -3, -1
COC(=O)c1cc(S(=O)(=O)NCc2ccccc2Cl)c[nH]1
    -5, 105, 5, 101, 99, 3, 8, 0
CC(C)(C)Nc1nc(OCC(F)(F)F)nc(OCC(F)(F)F)n1
    -7, 107, -2, 97, 104, 1, -4, 9
O=C(CSc1cc(Cl)ccc1Cl)NCCN1C(=O)CSC1=O
    /, 114, 13, 102, 102, /, 6, 2
O=C(c1cc2cc(F)ccc2[nH]1)N(Cc1cccnc1)CC1CCCN(C2CCCCC2)C1 (stereo not given)
    7, 110, 1, 96, 102, 6, 5, 15
COc1ccccc1C(=O)NCCC(=O)NCC1COc2ccccc2O1 (stereo not given)
    /, 106, 0, 109, 103, -8, -7, 0
O=C(COC(=O)C1CCN(c2ccc(C(F)(F)F)cn2)CC1)NCc1ccc(Cl)cc1Cl
    -4, 98, -3, 91, 95, 6, 8, 4
